RXFP1 ag: activates the human relaxin receptor RXFP1; Potency, µM (series often up to 57.5 µM), inactives show top-dose activation, usual class: activators; Q9HBX9; HEK293T-RXFP1 cAMP TR-FRET, 30 min; response scale: percent of porcine relaxin response, buffer zero; 370,000 tested, 0.3% active; note: potency is the fitted concentration of half-maximal effect; % is set by controls: 0 for no effect and ±100 for the full control effect; nearly all actives have a fitted effect of over 60% in size; many of its hits are not listed in these tables
Target sequence (Q9HBX9 whole entry, looked up): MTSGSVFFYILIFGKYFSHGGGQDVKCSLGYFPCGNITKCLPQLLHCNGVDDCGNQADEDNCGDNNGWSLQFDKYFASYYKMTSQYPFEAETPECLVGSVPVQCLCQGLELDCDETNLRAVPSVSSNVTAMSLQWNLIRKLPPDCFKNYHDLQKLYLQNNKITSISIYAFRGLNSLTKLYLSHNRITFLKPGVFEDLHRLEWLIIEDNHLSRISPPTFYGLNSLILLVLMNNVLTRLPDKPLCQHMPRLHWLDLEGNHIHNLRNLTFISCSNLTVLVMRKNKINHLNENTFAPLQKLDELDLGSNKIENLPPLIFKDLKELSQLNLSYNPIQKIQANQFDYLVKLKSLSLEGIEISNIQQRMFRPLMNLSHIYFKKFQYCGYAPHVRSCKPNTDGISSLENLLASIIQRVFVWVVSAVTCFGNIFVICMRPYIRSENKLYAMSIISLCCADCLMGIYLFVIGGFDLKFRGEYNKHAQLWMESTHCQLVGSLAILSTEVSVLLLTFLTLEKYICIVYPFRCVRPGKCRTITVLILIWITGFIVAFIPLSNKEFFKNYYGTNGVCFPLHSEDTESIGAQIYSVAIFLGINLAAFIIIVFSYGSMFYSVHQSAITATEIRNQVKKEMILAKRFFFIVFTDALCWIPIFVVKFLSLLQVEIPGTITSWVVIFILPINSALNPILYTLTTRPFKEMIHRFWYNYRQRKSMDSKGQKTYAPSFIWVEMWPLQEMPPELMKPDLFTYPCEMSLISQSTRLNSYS
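cAMP rise read by TR-FRET after 30 min, 37C compound exposure (up to 58 uM) in RXFP1-transfected HEK293 cells with Ro 20174 present. EC50 from Hill-equation fits, with 29 nM porcine relaxin as 100% and buffer as basal.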
Vif-APOBEC3F blk: inhibitors of Vif-A3F interaction; Potency, µM (titrated, usually from 46.1 µM), for inactives: at the highest dose activity, negative = active; HeLa A3F-eYFP + Vif (tagged APOBEC3F with the HIV-1 protein that degrades it), YFP fluorescence increase; 390,000 tested, 0.2% active; note: potency is the fitted concentration of half-maximal effect; % of control where 0% means no effect; nearly all actives have a fitted effect of over 65% in size
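Fluorescence increase (Ex 488/Em 500-530) after overnight compound treatment at 37 deg C flags inhibition of Vif-driven A3F-eYFP loss in stable HeLa A3F-eYFP/Vif cells seeded overnight beforehand.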
D1 antagonist: blocks dopamine activation of the human D1 receptor. 360,000 tested, 3.2% active. activity change, negative = inhibition, % at 10 µM. AID 504652. HEK293 TREx D1 cells, calcium flux, dopamine EC80; hits give low values; in the data active = activity change below about -30%; note: % is set by controls: 0 for no effect and ±100 for the full control effect
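Compound effects on dopamine-evoked calcium signalling were measured in tetracycline-induced HEK293 Trex D1 cells. Dopamine at EC80 followed a 180 s compound pre-read, and fluorescence was tracked kinetically for 180 s more.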
D1 ag: agonists of human D1 dopamine receptor | P21728 | HEK293 T-REx D1 cells, calcium flux, agonist mode | activation, % at 2 µM | 360,000 tested, 1% active; in the data active = activation above about 30%; note: 0% is about no effect
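Agonism was scored from calcium flux recorded over 180 s (1 read/s) after pintool compound addition, following a 10-cycle baseline. Cells were inducible force-coupled HEK293 TREx D1, plated overnight at 30 C and loaded with no-wash calcium dye.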
Vif-APOBEC3G blk: Vif-A3G binding inhibition | Q9HC16 | 410,000 tested, 0.076% active | Potency, µM (top dose mostly 46.1 µM), without a hit: at the highest dose activity, negative = active, actives largely listed as inhibitors | HeLa A3G-eYFP + Vif (tagged APOBEC3G with the HIV-1 protein that degrades it), YFP fluorescence, overnight;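 note: potency is the fitted concentration of half-maximal effect; % is set by controls: 0 for no effect and ±100 for the full control effect; nearly all actives have a fitted effect of over 60% in size; hits raise eYFP signal because A3G escapes Vif-driven loss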
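HeLa cells stably expressing Vif and C-terminally eYFP-tagged A3G, seeded overnight at 37 deg C, then exposed to compound by pintool overnight at 37 deg C. Rise in yellow fluorescence (Ex 488/Em 500-530, Acumen) marks blocked Vif-driven A3G degradation.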
D2 potentiator: positively modulates the human D2 dopamine receptor allosterically. P14416. HEK293 T-REx D2, calcium flux, EC20 dopamine potentiation. potentiation, % at 10 µM. 340,000 tested, 0.34% active. AID 485347;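 active = potentiation over 3 SD above the plate norm, cut at about 30% in these data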; note: 0% is about no effect
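Potentiation of an EC20 dopamine calcium response measured kinetically over 180 s, after a preceding 180 s compound-only read flagging agonists. Cells: inducible Hek293 Trex D2 line, 4000/well, cultured overnight at 30 C before dye loading.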
Glioma ERSR ind: inducers of ER stress response in human glioma cells | U87-MG GRP78 promoter luciferase reporter, 16 h | Potency, µM, for the others: top-dose activation, most hits filed as activators | 420,000 tested, 0.02% active | AID 602332; note: potency is the fitted concentration of half-maximal effect; series mostly up to about 76 µM; % of control where 0% means no effect; nearly all actives have a fitted effect of over 35% in size
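Stably transfected U87-MG human glioma cells carrying a GRP78-based luminescent sensor were seeded at 1000 cells/well, pin-dosed with compounds and incubated 16 h. Luciferase reagent was then added, and end-point luminescence was read after 10 min at room temperature.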
LDHA block: inhibitors of human lactate dehydrogenase A | 480,000 tested, 0.15% active | P00338 | AID 1347041 | activity change, % (values are at about 110 or 230 µM) | purified LDHA, NADH/diaphorase-resazurin fluorescence; hits give low values; in the data active = activity change below about -30%; inconclusive = mostly about -25% to -30%;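 note: plate controls were DMSO wells for no effect and wells without enzyme for full effect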
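LDH5 2 nM; NADH 0.06 mM, pyruvate 0.2 mM; 200 mM Tris pH 7.4, EDTA, Tween-20; 5 min RT. Detection: diaphorase 0.133 mg/mL + resazurin 37 µM, fluorescence ex540/em590 at 0 and 20 min; normalized to enzyme-free and DMSO wells.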
D1 potentiator: enhances dopamine response at the human D1 receptor. P21728. HEK293 TREx D1 cells, calcium flux, dopamine EC20 potentiation. potentiation, % at 10 µM. 360,000 tested, 0.036% active; in the data active = potentiation above about 30%; note: 0% is about no effect
* hit, by the source's call; ? = inconclusive; nt = not tested or not shown. Unless noted, calls come from the whole dose curve; as a rule, active = well fitted curve in the direction sought with a large enough effect; inconclusive = small, poorly fitted or top-dose-only effect, or another doubt; inactive = no such curve, though single readings can be large; an effect the other way counts as inactive or inconclusive.

SMILES | RXFP1 ag | Vif-APOBEC3F blk | D1 antagonist | D1 ag | Vif-APOBEC3G blk | D2 potentiator | Glioma ERSR ind | LDHA block | D1 potentiator
Cc1nnc(SCC2=C(C(=O)O)N3C(=O)C(NC(=O)Cn4nc(C)c(Cl)c4C)C3SC2)s1 (configuration not stated) | -0.9% | 12% | -5 | 2 | -11% | -6 | -3% | -3 | 7
Cc1ccc(N2CC(=O)Nc3c(sc4nc(C)cc(C)c34)C2=O)cc1 | 9.1% | 3% | -1 | 1 | 0% | 3 | 1% | -1 | 0
CCOC(=O)N1CCN(C2CC(=O)N(c3ccccc3)C2=O)CC1 (configuration not stated) | -0.6% | -1% | -13 | 1 | 1% | nt | -2% | 1 | -16
COc1ccc(C2CC(c3ccc(C)o3)=NN2C(C)=O)cc1 (configuration not stated) | 1.0% | -1% | -6 | 5 | -3% | -2 | 5% | -1 | 1
CCOC(=O)C1CCN(C(c2cccc(F)c2)c2c(O)cc(C)n(Cc3ccco3)c2=O)CC1 (configuration not stated) | 9.1% | -10% | -7 | 2 | 4% | -7 | -2% | 1 | -4
O=C(OCC(=O)N1CCCc2ccccc21)c1ccccc1[N+](=O)[O-] | 0.3% | 2% | -9 | 7 | -2% | 9 | 9% | -1 | 0
CC(C)(C)c1ccc(C(=O)NCC(=O)OCC(=O)N2CCN(S(=O)(=O)c3ccc(Cl)cc3)CC2)cc1 | -0.1% | 0% | -20 | 10 | -1% | 3 | 4% | -2 | -5
O=[N+]([O-])c1cccc2ccc(N3CCOCC3)nc12 | -4.1% | -18% | 10 | -1 | 3% | -4 | 2% | 1 | 9
COC(=O)/C=C/c1ccc(-n2ccnc2)cc1 | -0.6% | 2% | 1 | 2 | 1% | 7 | -1% | -4 | -1
Cc1ccc(S(=O)(=O)/N=C(\CN2CCCCC2)N2CCOCC2)cc1 | -0.1% | 2% | -3 | 1 | 2% | 5 | -4% | -14 | -7
COCc1c(C(=O)OC)nnn1-c1ccccc1 | -0.2% | -6% | 2 | 0 | -5% | -3 | -4% | -5 | 2
COCCN(CC(=O)Nc1cccc(C)c1)S(=O)(=O)c1ccc(S(=O)(=O)N2CCCC2)cc1 | -0.5% | -3% | 6 | 2 | 0% | 7 | -5% | -1 | -6
O=C(CSc1nc2ccc(NC(=O)c3ccccc3C(=O)O)cc2s1)Nc1c(Cl)cccc1Cl | -0.1% | 13% | -12 | 5 | -6% | 4 | -4% | -1 | nt
O=C(Nc1ccc2cn[nH]c2c1)c1c(Cl)cccc1Cl | -0.2% | 5% | 2 | 0 | -2% | 15 | -5% | 9 | 0
CCCCCSc1nnc2c(n1)[nH]c1c(C)cccc12 | 6.7% | 2% | -30* | 5 | -3% | -3 | 3% | -1 | 1
O=C(c1cnn(C(=O)c2ccco2)c1)c1cc(Cl)cc(Cl)c1O | nt | -5% | nt | nt | -1% | nt | -2% | 11 | nt
Cn1c(N)c(C(=O)COC(=O)/C=C/c2ccc(Cl)cc2)c(=O)n(C)c1=O | 4.9% | 9% | -2 | 23 | -2% | 5 | -3% | -1 | 5
O=C1CCC/C(=N\NC(=O)c2ccc(CSc3cccc4cccnc34)cc2)C1 | 4.1% | 1% | -14 | 5 | -5% | 8 | -2% | 0 | 0
COc1ccc(CCNC(=S)NC(=O)c2ccccc2)cc1C | 0.6% | ? | -33* | 6 | 2% | -5 | 7% | -2 | -7
CC(=O)Nc1ccc(NC(=O)CSc2ccc(-c3cccnc3)nn2)cc1 | 8.6% | -2% | 13 | 2 | 2% | nt | -7% | 0 | -1
CN(C)c1cc(-c2ccc([N+](=O)[O-])cc2)oc(=O)c1Cl | 5.7% | -1% | -7 | 6 | -3% | 3 | -4% | 5 | 0
C[C@H]1CN([C@@H](C)CO)C(=O)CCCn2nncc2CO[C@@H]1CN(C)C(=O)c1ccncc1 | nt | 3% | nt | nt | -5% | nt | 0% | 5 | nt
O=C(N/N=C/c1ccc(O)cc1)c1[nH]c2ccc(Br)cc2c1-c1ccccc1 | 4.3% | 7% | 0 | 2 | ? | -2 | -5% | -5 | -3
CC[C@]12c3[nH]c4cc(CCC(=O)N(C)C)ccc4c3CCN1C(=O)[C@@H](CC(=O)NCCCN(C)C)C[C@@H]2C(=O)N1CCN(C(=O)c2ccco2)CC1 | nt | 8% | nt | nt | 6% | nt | 0% | -3 | nt
O=C(NNC(=O)C1CCN(Cc2ccc(F)cc2Cl)CC1)Nc1ccc([N+](=O)[O-])cc1 | 1.2% | 15% | -28 | 3 | 0% | nt | -2% | 1 | -2
COc1ccc2sc(N(Cc3cccnc3)C(=O)C3CCCCC3)nc2c1 | 1.4% | -1% | nt | 11 | 7% | -3 | -3% | 4 | -1
CCOC(=O)N1CCN(C(=O)c2ccc(NC(C)=O)cc2)CC1 | 2.3% | -3% | 8 | 3 | 2% | 14 | -4% | -5 | 4
O=C(CSc1nc(NS(=O)(=O)c2ccccc2)cc(=O)[nH]1)Nc1ccc(Cl)cc1 | 0.7% | -8% | -14 | 3 | -1% | -1 | -6% | -15 | -4
Cc1noc(C)c1S(=O)(=O)Nc1ccc2c(c1)C(=O)N([C@H](C)CO)C[C@H](C)[C@@H](CN(C)C(=O)NC1CCCCC1)O2 | nt | 3% | nt | nt | 1% | nt | -1% | -3 | nt
O=C(Nc1ccccc1F)C(Cc1ccccc1)n1cccc1 (configuration not stated) | 0.0% | 2% | -17 | -1 | -1% | 5 | -2% | -2 | -6
Cc1ccc(Cn2ccc(NC(=O)c3cc(-c4ccc(F)cc4)on3)n2)cc1 | -0.6% | 0% | 2 | -2 | -3% | -21 | -1% | -7 | 1
CN1C(=O)CCC1(O)c1ccccc1 (configuration not stated) | 1.1% | -7% | -3 | 4 | 1% | nt | -6% | 0 | -5
CC(=O)c1ccc(S(=O)(=O)NCC(=O)Nc2nc3ccccc3[nH]2)cc1 | 0.4% | -1% | 1 | 1 | 3% | nt | -3% | -1 | -1
CCCNC(=O)C(Cc1ccc(C(F)(F)F)cc1)NC(=O)c1ccc2ccccc2n1 (configuration not stated) | -2.8% | -4% | -19 | 0 | -2% | 8 | -3% | 2 | 1
COc1ccccc1/C=C/C=N/n1c(C)nnc1C | -0.5% | -8% | 12 | 1 | 0% | -4 | 5% | 0 | -6
Cc1c(C)[n+](=O)c2c(n1[O-])CCC2 | 0.8% | -4% | 7 | 2 | -8% | 7 | 1% | -5 | -7
N#Cc1ccccc1NC(=O)CC1CCCCC1 | 0.5% | -1% | 11 | 1 | -3% | 0 | 1% | -4 | -1
CCCCN(C(=O)c1cccc(S(=O)(=O)N(CC)c2ccccc2)c1)c1c(N)n(CCCC)c(=O)[nH]c1=O | nt | 0% | nt | nt | -6% | nt | -4% | -4 | nt
O=C(CSCCO)Nc1cccc(C(F)(F)F)c1 | -0.5% | 6% | 8 | 3 | 4% | -18 | -2% | -6 | 0
C/C(=N\NC(=S)NC1CCCCC1)c1ccc(O)cc1 | -0.2% | 7% | -14 | -1 | 0% | -2 | 1% | -7 | -3

Profiles from above.
`CCCNC(=O)C(Cc1ccc(C(F)(F)F)cc1)NC(=O)c1ccc2ccccc2n1` (configuration not stated) across the screens: RXFP1 ag = -2.8%; Vif-APOBEC3F blk = -4%; D1 antagonist = -19; D1 ag = 0; Vif-APOBEC3G blk = -2%; D2 potentiator = 8; Glioma ERSR ind = -3%; LDHA block = 2; D1 potentiator = 1
`Cc1ccc(Cn2ccc(NC(=O)c3cc(-c4ccc(F)cc4)on3)n2)cc1` across the screens: RXFP1 ag = -0.6%; Vif-APOBEC3F blk = 0%; D1 antagonist = 2; D1 ag = -2; Vif-APOBEC3G blk = -3%; D2 potentiator = -21; Glioma ERSR ind = -1%; LDHA block = -7; D1 potentiator = 1

Next part:
SMILES | RXFP1 ag | Vif-APOBEC3F blk | D1 antagonist | D1 ag | Vif-APOBEC3G blk | D2 potentiator | Glioma ERSR ind | LDHA block | D1 potentiator
CCOC(=O)c1ccc(CNCc2ccc(Br)cc2)cc1 | 0.1% | -23% | -12 | 0 | -4% | -26 | -7% | -4 | 1
O=C(O)c1ccc(/C=N/NC(=O)c2ccc(CN3c4cccc5cccc(c45)S3(=O)=O)cc2)cc1 | 0.0% | 4% | -9 | 3 | -7% | -3 | -6% | 2 | -3
CC(=O)CC1(O)C(=O)N(Cc2ccccc2)c2ccccc21 (configuration not stated) | 0.8% | nt | -85* | 2 | 1% | -25 | -4% | -2 | -13
CCN1CCN(C(c2cc3cc4c(cc3[nH]c2=O)OCO4)c2nnnn2C(C)(C)CC)CC1 (configuration not stated) | 4.3% | 1% | 6 | 2 | 1% | 6 | -2% | -3 | 4
CCCNC(=O)C(CC)NC(=O)c1ccc(C#N)cc1 (configuration not stated) | -1.8% | 0% | 5 | -2 | -1% | -2 | -4% | -5 | -1
CC(Oc1ccc(Br)cc1)C(=O)Nn1c(=S)[nH]c2ncccc2c1=O (configuration not stated) | -0.3% | nt | 5 | 1 | nt | -3 | nt | nt | 1
Cc1ccc(-c2nc3cc(Cl)ccc3o2)cc1NC(=O)COc1ccc(F)cc1 | ? | nt | -6 | -1 | nt | 4 | nt | -6 | 0
O=C1CSC(c2cn(-c3ccccc3)nc2-c2cc3ccccc3oc2=O)N1Cc1ccccc1 (configuration not stated) | 3.9% | -8% | -3 | 4 | -14% | 6 | 1% | -1 | -3
COc1ccc(CCC(=O)Nc2cc(S(C)(=O)=O)ccc2Cl)cc1 | -0.4% | nt | 5 | -1 | nt | 8 | nt | nt | -1
COc1ccc(N)cc1NC(=O)CN1CCOCC1 | nt | -7% | nt | nt | 2% | nt | -4% | 6 | nt
COc1cc(C2=CCN(C(C)=O)CC2)ccc1OC(C)=O | nt | 0% | nt | nt | 2% | nt | 6% | 2 | nt

Compound activity: PubChem BioAssay, National Center for Advancing Translational Sciences (NCATS)

This is a subset; rates above refer to the full screens.
